Assay outcomes (PubChem BioAssay)
IDE exosite FP: displaces the probe from the exo-site of human IDE; P14735; purified IDE, FL-6b probe fluorescence polarization; active compounds read low; z-score at 20 µM; 6.3% of 17,000 active; AID 1259349;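 active = z-score of -3 or lower, meaning strong loss of probe binding signal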;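 also: His-tagged human IDE residues 42-1019 made in E. coli with 30 nM FL-6b probe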
Target sequence (P14735 42-1019 limits assumed): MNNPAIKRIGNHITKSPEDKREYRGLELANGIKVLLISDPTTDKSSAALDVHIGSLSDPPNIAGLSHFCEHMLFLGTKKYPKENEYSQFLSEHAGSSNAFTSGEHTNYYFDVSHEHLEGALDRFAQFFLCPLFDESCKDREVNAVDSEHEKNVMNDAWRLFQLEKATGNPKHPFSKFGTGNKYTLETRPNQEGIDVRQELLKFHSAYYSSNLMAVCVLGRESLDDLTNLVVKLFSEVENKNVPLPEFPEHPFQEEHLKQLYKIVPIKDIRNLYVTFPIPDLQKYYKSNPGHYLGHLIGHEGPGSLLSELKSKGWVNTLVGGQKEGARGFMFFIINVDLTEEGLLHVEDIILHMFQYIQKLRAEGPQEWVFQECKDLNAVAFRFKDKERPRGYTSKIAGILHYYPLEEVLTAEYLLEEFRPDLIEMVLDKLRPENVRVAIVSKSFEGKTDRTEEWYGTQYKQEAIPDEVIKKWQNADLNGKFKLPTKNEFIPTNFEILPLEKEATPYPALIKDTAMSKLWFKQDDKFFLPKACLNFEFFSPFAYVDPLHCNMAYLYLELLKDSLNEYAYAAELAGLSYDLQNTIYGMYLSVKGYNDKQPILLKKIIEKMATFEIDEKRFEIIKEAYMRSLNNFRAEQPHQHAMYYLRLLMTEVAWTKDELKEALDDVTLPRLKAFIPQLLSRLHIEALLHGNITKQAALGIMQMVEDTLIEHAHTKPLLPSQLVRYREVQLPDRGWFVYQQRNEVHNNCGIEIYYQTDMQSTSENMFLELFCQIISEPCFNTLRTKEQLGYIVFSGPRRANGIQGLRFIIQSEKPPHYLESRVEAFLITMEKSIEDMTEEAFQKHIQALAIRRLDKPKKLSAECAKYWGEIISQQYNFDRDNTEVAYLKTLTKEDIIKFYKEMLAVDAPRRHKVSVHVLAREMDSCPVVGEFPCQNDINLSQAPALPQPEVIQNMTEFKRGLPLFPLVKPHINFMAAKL
Numbers without * were called inactive; & = joins results of further samples; ! = repeats disagree.

SMILES	IDE exosite FP
COc1ccc(-c2ccc([C@@H]3[C@@H](C#N)N(C(=O)c4cccc(F)c4)[C@H]3CO)cc2)cc1	3
C[C@@H](O)C#Cc1ccc([C@@H]2[C@H](CO)N3CCCCN(C(=O)c4ccncc4)C[C@@H]23)cc1	2.4
C/C=C/c1ccc([C@H]2[C@@H](CO)N3C(=O)CN(Cc4ccc(C)cc4)C[C@H]23)cc1	3.9
C[C@H](CO)N1C[C@H](C)[C@H](CN(C)Cc2cccc3c2OCCCO3)OCc2ccccc2-c2ccccc2C1=O	-0.63
O=C(Nc1ccc(Cl)cc1)N1C[C@H]2[C@@H](c3ccccc31)[C@@H](CO)N2CC1CCCCC1	2.7
COc1ccc(-c2ccc([C@H]3[C@@H](CO)N4CCCCN(S(=O)(=O)c5cccs5)C[C@@H]34)cc2)cc1	4.4
CC(C)C(=O)Nc1ccc2c(c1)C(=O)N(C)[C@@H]1CC[C@@H](CC(=O)NCCc3ccccc3)O[C@@H]1CO2	-0.65
CCC(=O)N1CC(=O)N2[C@H](CO)[C@H](c3ccc(C#CC4CCCC4)cc3)[C@@H]2C1	2.6
O=C(c1cccc(F)c1)N1CC(=O)N2[C@H](CO)[C@H](c3ccc(/C=C/c4ccccc4)cc3)[C@@H]2C1	-2.7
CC(C)NC(=O)N1CCCCN2[C@H](C1)[C@@H](c1ccc(C#C[C@H](C)O)cc1)[C@@H]2CO	0.79
N#C[C@H]1[C@H](c2ccccc2-c2ccccc2F)[C@@H](CO)N1C(=O)Cc1ccccc1	-0.14
N#C[C@@H]1[C@H](c2ccc(C#Cc3ccc(F)cc3)cc2)[C@@H](CO)N1C(=O)C1CCCC1	-0.026
O=C1CN(S(=O)(=O)Cc2ccccc2)C[C@H]2[C@@H](c3ccc(C#Cc4cccc(F)c4)cc3)[C@@H](CO)N12	0.15
C/C=C/c1ccc([C@H]2[C@@H](CO)N(S(=O)(=O)c3cccc(F)c3)[C@H]2C#N)cc1	3
C[C@@H]1CCCCO[C@@H](CN(C)C(=O)Cc2ccccc2)[C@H](C)CN([C@H](C)CO)C(=O)c2cc(NS(C)(=O)=O)ccc2O1	0.088
O=C(C[C@H]1CC[C@H]2[C@@H](COC[C@H](O)CN2Cc2cc(F)ccc2F)O1)NCc1ccc(Oc2ccccc2)cc1	0.27
Cc1noc(C)c1NC(=O)Nc1ccc2c(c1)C(=O)N([C@H](C)CO)C[C@@H](C)[C@H](CN(C)Cc1ccc3c(c1)OCO3)OCCCC[C@@H](C)O2	2.7
Cc1noc(C)c1S(=O)(=O)Nc1ccc2c(c1)C(=O)N([C@H](C)CO)C[C@@H](C)[C@@H](CN(C)C(=O)Nc1cccc3ccccc13)OCCCC[C@@H](C)O2	-1.8
Cc1noc(C)c1NC(=O)N[C@H]1C=C[C@H](CC(=O)Nc2ccc(-c3ccccc3)cc2)O[C@H]1CO	-0.58
C[C@@H](NC(=O)C[C@H]1C=C[C@@H](NS(=O)(=O)c2cccc(F)c2)[C@@H](CO)O1)c1ccccc1	2.8
CC(=O)N1CC(=O)N2[C@H](C1)[C@H](c1ccc(-c3ccncc3)cc1)[C@@H]2CO	4
COc1cccc(-c2ccc([C@H]3[C@@H](CO)N4CCCCN(CC5CC5)C[C@H]34)cc2)c1	-5.1*
COc1ccccc1-c1ccc([C@@H]2[C@@H](CO)N(CC3CC3)C23CN(S(C)(=O)=O)C3)cc1	-0.36
O=C(c1ccncc1)N1CC(=O)N2[C@H](CO)[C@H](c3ccc(-c4ccccc4)cc3)[C@@H]2C1	2.2
COc1cccc(C#Cc2ccc3c(c2)O[C@@H](CN(C)C(=O)CN2CCOCC2)[C@@H](C)CN([C@H](C)CO)S3(=O)=O)c1	-1.1

Some of the entries so far, with values ahead of the structure.
IDE exosite FP | compound
-5.1* | COc1cccc(-c2ccc([C@H]3[C@@H](CO)N4CCCCN(CC5CC5)C[C@H]34)cc2)c1
-0.36 | COc1ccccc1-c1ccc([C@@H]2[C@@H](CO)N(CC3CC3)C23CN(S(C)(=O)=O)C3)cc1
2.2 | O=C(c1ccncc1)N1CC(=O)N2[C@H](CO)[C@H](c3ccc(-c4ccccc4)cc3)[C@@H]2C1
-1.1 | COc1cccc(C#Cc2ccc3c(c2)O[C@@H](CN(C)C(=O)CN2CCOCC2)[C@@H](C)CN([C@H](C)CO)S3(=O)=O)c1

Remaining list, next part
SMILES	IDE exosite FP
N#C[C@H]1[C@@H](c2ccc(C#Cc3ccc(F)cc3)cc2)[C@H](CO)N1C(=O)C1CC1	1.4
CN1C(=O)c2cc(NC(=O)c3cnccn3)ccc2OC[C@@H]2O[C@H](CC(=O)N[C@@H]3CCN(Cc4ccccc4)C3)CC[C@H]21	0.21
COc1ccccc1-c1cnc2c(c1)C(=O)N([C@H](C)CO)C[C@@H](C)[C@@H](CN(C)C(=O)CC1CC1)O2	-0.89
CCS(=O)(=O)N1CC(=O)N2[C@H](CO)[C@@H](c3ccc(-c4ccc(C)cc4)cc3)[C@H]2C1	0.093
CO[C@@H]1CN(C)C(=O)c2ccc(NS(=O)(=O)CC(F)(F)F)cc2OC[C@@H](C)N(C(=O)NC(C)C)C[C@H]1C	-0.45
COc1ccc2c3c(n(C)c2c1)[C@@H](CO)NCC31CN(C(=O)CC2CC2)C1	0.28
COc1cccc(C#Cc2ccc([C@H]3[C@@H](CO)N(C(=O)C4CCC4)[C@H]3C#N)cc2)c1	3.6
CO[C@H]1CN(C)C(=O)c2ccc(NC(C)=O)cc2OC[C@@H](C)N(C(=O)c2cnccn2)C[C@@H]1C	0.93
O=C(Nc1ccccc1F)N1CCCCN2[C@H](CO)[C@@H](c3ccc(C#Cc4ccccc4)cc3)[C@H]2C1	-4.1*
Cc1noc(C)c1S(=O)(=O)Nc1ccc2c(c1)C(=O)N([C@@H](C)CO)C[C@H](C)[C@H](CN(C)Cc1ccc(C(=O)O)cc1)OCCCC[C@@H](C)O2	0.39
COc1ccc(S(=O)(=O)N(C)C[C@H]2Oc3ccc(NC(=O)Nc4ccc(C(F)(F)F)cc4)cc3C(=O)N([C@H](C)CO)C[C@H]2C)cc1	1.5
CCC(=O)N1CC[C@@H]2[C@H](CO)Nc3ccc(C#Cc4ccccc4F)cc3[C@@H]21	1.4
CCCNC(=O)NC[C@@H]1[C@@H](c2ccc(C3=CCCCC3)cc2)[C@H](CO)N1C(C)=O	1.1
CN1C(=O)c2cc(NS(=O)(=O)c3ccccc3F)ccc2OC[C@H]2O[C@H](CC(=O)NC3Cc4ccccc4C3)CC[C@H]21	0.53
CCC(=O)N1CC(=O)N2[C@H](CO)[C@H](c3ccc(C#Cc4cccc(OC)c4)cc3)[C@@H]2C1	-8.7*
Cc1cccc(-c2ccc([C@H]3[C@H](CO)N4CCCCN(CCC(F)(F)F)C[C@@H]34)cc2)c1	-0.21
CC(=O)N1[C@H](CO)[C@H](c2ccc(C3=CCCC3)cc2)[C@H]1CNC(=O)CC1CC1	1.9
Cc1noc(C)c1NC(=O)N(C)C[C@@H]1OCc2cn(nn2)CCCC(=O)N([C@@H](C)CO)C[C@@H]1C	0.84
N#C[C@@H]1[C@@H](c2ccc(C3=CCCCC3)cc2)[C@@H](CO)N1S(=O)(=O)c1ccccc1	-0.23
O=C(Nc1ccc2c(c1)[C@@H]1C[C@@H](CC(=O)N3CCOCC3)O[C@H](CO)[C@@H]1O2)Nc1ccccc1F	-0.24
CN(C)C(=O)c1cccc(-c2ccc([C@H]3[C@H](CO)N4CCCCN(Cc5cccnc5)C[C@@H]34)cc2)c1	1.5
O=C(Nc1ccccc1F)N1CC(=O)N2[C@H](CO)[C@H](c3ccc(C#CC4CC4)cc3)[C@H]2C1	-0.24
CC(=O)N1CCCCN2[C@H](CO)[C@H](c3ccc(-c4ccccc4)cc3)[C@@H]2C1	-0.93
COc1ccc(NC(=O)N2CCC3(CC2)CN(C(=O)c2cccnc2)[C@H](CO)c2[nH]c4cc(OC)ccc4c23)cc1	-1.2
Cc1cccc(-c2ccc([C@@H]3[C@@H](CO)N4C(=O)CN(C(=O)c5ccc6c(c5)OCO6)C[C@H]34)cc2)c1	-2.3

Structures listed above shown as hits in IDE exosite FP:
SMILES	IDE exosite FP
COc1cccc(-c2ccc([C@H]3[C@@H](CO)N4CCCCN(CC5CC5)C[C@H]34)cc2)c1	-5.1*
O=C(Nc1ccccc1F)N1CCCCN2[C@H](CO)[C@@H](c3ccc(C#Cc4ccccc4)cc3)[C@H]2C1	-4.1*
CCC(=O)N1CC(=O)N2[C@H](CO)[C@H](c3ccc(C#Cc4cccc(OC)c4)cc3)[C@@H]2C1	-8.7*

Next results
SMILES	IDE exosite FP
O=C(Nc1ccc2c(c1)[C@@H]1C[C@@H](CC(=O)N3CCCCC3)O[C@@H](CO)[C@@H]1O2)NC1CCCCC1	0.39
COCC#Cc1ccc([C@@H]2[C@@H](CO)N3C(=O)CN(C(=O)Nc4ccc(F)cc4)C[C@@H]23)cc1	0.82
COCC#Cc1ccc([C@H]2[C@@H](CO)N3CCCCN(S(=O)(=O)c4ccccc4C)C[C@H]23)cc1	1.5
N#C[C@H]1[C@H](c2ccc(C#CC3CC3)cc2)[C@@H](CO)N1C(=O)c1cccc(F)c1	4.5
CO[C@H]1CC[C@@H]2CCOc3ccc(C#N)cc3C(=O)N(C)C[C@@H](c3ccccc3)CC(=O)N(C)C[C@@H]1O2	0.26
COc1ccc(-c2ccc([C@@H]3[C@@H](CO)N4C(=O)CNC[C@H]34)cc2)cc1	2.7
O=C1CN(Cc2ccc(F)cc2)C[C@@H]2[C@H](c3ccc(-c4ccccc4F)cc3)[C@H](CO)N12	-1.7
O=C(C[C@@H]1CC[C@H]2[C@@H](COC[C@@H](O)CN2S(=O)(=O)c2cccc(F)c2)O1)NCc1ccncn1	-1
O=C(NC1CCCC1)N1CCCCN2[C@@H](CO)[C@@H](c3ccc(-c4ccncc4)cc3)[C@@H]2C1	4.8
Cn1cnc(S(=O)(=O)N2C[C@H](O)COC[C@@H]3O[C@@H](CC(=O)NCc4cccc(F)c4)CC[C@H]32)c1	0.74
O=C(C1CCCC1)N1CC(=O)N2[C@@H](CO)[C@H](c3ccc(-c4ccccc4F)cc3)[C@@H]2C1	-5.7*
C/C=C/c1ccc([C@@H]2[C@@H](C#N)N(S(=O)(=O)c3cccc(F)c3)[C@@H]2CO)cc1	4.4
CCN(C[C@H]1[C@@H](c2ccccc2)[C@@H](CO)N1CC1CC1)C(=O)c1ccccc1F	-0.61
Cc1ccccc1-c1ccc(C2[C@@H]3CN(Cc4cocn4)C[C@H]2N3)cc1 (stereo not given in full)	-3*!
O=S(=O)(c1ccccc1)N1C[C@@H]2N[C@H](C1)C2c1ccc(-c2ccc(F)cc2)cc1 (stereo not given in full)	3&2.1
CCCNC(=O)N1[C@H](C#N)[C@H](c2ccc(-c3ccc(C(=O)N(C)C)cc3)cc2)[C@H]1CO	-0.18
C[C@@H]1CN([C@H](C)CO)C(=O)c2ccccc2-c2ccccc2CO[C@@H]1CN(C)C(=O)Nc1cccc(C(F)(F)F)c1	0.49
CN(C)C(=O)C[C@H]1CC[C@@H]2[C@H](COC[C@H](O)CN2S(=O)(=O)c2ccccc2Cl)O1	0.51
O=C(C[C@H]1CC[C@@H]2[C@H](COC[C@@H](O)CN2S(=O)(=O)c2ccc(F)cc2)O1)NCCN1CCCCC1	0.34
O=C(c1ccccn1)N1C[C@@H]2N[C@H](C1)C2c1ccc(-c2ccccc2F)cc1 (stereo not given in full)	-5.8*!
CO[C@@H]1CC[C@@H]2CCOc3c(C#N)cccc3C(=O)N(C)C[C@@H](OC)[C@@H](C)C(=O)N(C)C[C@H]1O2	0.28
CC[C@H]1C/C=C\C[C@@H](c2ccccc2)NC(=O)CCC(=O)N1	0.26
Cc1nn(C)cc1NC(=O)C[C@H]1CC[C@H]2[C@@H](COc3ccc(NC(=O)C4CCOCC4)cc3C(=O)N2C)O1	-1.1
N#C[C@@H]1[C@H](c2ccc(-c3cccc(F)c3)cc2)[C@@H](CO)N1C(=O)c1cccnc1	-0.84
CC(C)NC(=O)N[C@H]1CC[C@@H](CC(=O)NCCCN(C)C)O[C@@H]1CO	1.2
Following part
SMILES	IDE exosite FP
COCC(=O)N(C[C@H]1N[C@H](CO)[C@H]1c1ccc(-c2cccnc2)cc1)C(C)C	1.6
O=C(Cc1ccccn1)N1CC[C@@H]2[C@H](CO)Nc3ccc(-c4cccc(F)c4)cc3[C@@H]21	1.8
CCC(=O)N1CC(=O)N2[C@@H](CO)[C@H](c3ccc(-c4ccc(C(=O)N(C)C)cc4)cc3)[C@@H]2C1	-0.86
Cc1cccc(-c2ccc([C@@H]3[C@@H](CO)N4CCCCN(S(=O)(=O)c5cccs5)C[C@@H]34)cc2)c1	-3.8*
COCC(=O)NC[C@H]1N[C@H](CO)[C@@H]1c1ccc(-c2ccccc2F)cc1	-3.1*
N#C[C@H]1[C@@H](c2ccccc2)[C@H](CO)N1C(=O)C1CCCC1	4.6
CCC(=O)N1CC(=O)N2[C@H](CO)[C@H](c3ccc(-c4cccnc4)cc3)[C@H]2C1	-3.1*
O=C(Nc1ccc(F)cc1)N1CC(=O)N2[C@H](C1)[C@@H](c1ccc(C#Cc3ccc(F)cc3)cc1)[C@@H]2CO	-0.74
CO[C@H]1CC[C@@H]2CCOc3c(C#N)cccc3C(=O)N(C)CC3(CCCCC3)CC(=O)N(C)C[C@@H]1O2	0.8
O=C1N[C@H](c2ccccc2)COCc2cnnn2CC[C@H]1Cc1ccc(C(F)(F)F)cc1	0.1
O=C(C[C@@H]1CC[C@@H]2[C@H](COC[C@H](O)CN2C(=O)Nc2ccccc2)O1)NCc1ccccc1F	0.18
Cc1ccccc1-c1ccc([C@@H]2[C@@H](CO)N3CCCCN(S(=O)(=O)c4cn(C)cn4)C[C@H]23)cc1	-2.2
C[C@@H](O)C#Cc1ccc([C@@H]2[C@@H](CO)N3CCCCN(S(=O)(=O)Cc4ccccc4)C[C@@H]23)cc1	6

Single values from the results shown:
CCC(=O)N1CC(=O)N2[C@@H](CO)[C@H](c3ccc(-c4ccc(C(=O)N(C)C)cc4)cc3)[C@@H]2C1 – IDE exosite FP: -0.86
Cc1cccc(-c2ccc([C@@H]3[C@@H](CO)N4CCCCN(S(=O)(=O)c5cccs5)C[C@@H]34)cc2)c1 – IDE exosite FP: -3.8*

Not all compounds are listed. The share of hits here may be higher or lower than overall.
